Bioassay records from PubChem BioAssay.
TRb-SRC2 inh: qHTS for Inhibitors of the Interaction of Thyroid Hormone Receptor and Steroid Receptor Coregulator 2. Thyroid hormone receptor beta (Homo sapiens), P10828. TRbeta-SRC2 peptide binding, fluorescence polarization; receptor liganded with 1 µM T3. Potency, µM (titrated, usually from 106 µM), for the others: at the top dose activity change, negative = inhibition, most hits filed as inhibitors. 0.065% of 280,000 active. AID 1469, 2008;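 also: plate controls were bound peptide for no effect and peptide without receptor for full effect; nearly all actives have a fitted effect of over 50% in size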
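Binding of a 20-amino-acid Texas Red SRC2 peptide (20 nM) to TRb ligand-binding domain (0.6 uM) with agonist T3 at 1 uM was followed by fluorescence polarization after a 5 hr room-temperature incubation.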
Tau fluor counter: Counterscreen qHTS for Inhibitors of Tau Fibril Formation, Fluorescence Polarization; tau K18 P301L Alexa594 fluorescence, heparin fibrillization; Potency, µM (series often up to 57.7 µM), for the others: at the highest dose activity change, negative = decrease; 0.93% of 280,000 active; AID 1463, 2008; also: % is scaled to controls: 0 for no effect and ±100 for the full control effect; nearly all actives have a fitted effect of over 55% in size
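Human tau K18 P301L (15 uM unlabeled, 0.24 uM Alexa 594-labeled) in 100 mM sodium acetate pH 7 with 20 uM heparin, 6 hr at 37 C. ThT 30 uM added, 1 hr ambient; Alexa 594 FP and total fluorescence read at 555/632 nm.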
Tau fibril ThT: qHTS for Inhibitors of Tau Fibril Formation, Thioflavin T Binding | 2.1% of 270,000 active | AID 1460, 2008 | Potency, µM (series often up to 57.4 µM), for inactives: at the top dose activity, negative = inhibition, usual class: inhibitors | recombinant tau K18 P301L (four-repeat tau fragment), heparin-induced fibrillization, ThT fluorescence | Microtubule-associated protein tau (Homo sapiens), P10636; also: % is scaled to controls: 0 for no effect and ±100 for the full control effect; nearly all actives have a fitted effect of over 55% in size
Target sequence (P10636 561-689 P618L limits assumed): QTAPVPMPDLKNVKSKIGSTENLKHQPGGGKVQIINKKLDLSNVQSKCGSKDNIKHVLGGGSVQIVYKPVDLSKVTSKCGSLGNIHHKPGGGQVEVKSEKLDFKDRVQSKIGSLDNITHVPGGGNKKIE
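Tau K18 P301L fragment (15 uM unlabeled plus 0.24 uM Alexa 594-labeled) in 100 mM sodium acetate pH 7 with compound, fibrillization induced by 20 uM heparin for 6 hr at 37 C. Thioflavin T (30 uM) added, fluorescence read after 1 hr (ex 450, em 510 nm).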
Tau fibril FP: qHTS for Inhibitors of Tau Fibril Formation, Fluorescence Polarization; AID 1468, 2008; 0.39% of 280,000 active; K18 P301L tau heparin fibrillization, Alexa594 FP, 6 h; Potency, µM (series often up to 57.7 µM), for the others: at the highest dose activity, negative = inhibition, hits mostly inhibitors; also: % is scaled to controls: 0 for no effect and ±100 for the full control effect; nearly all actives have a fitted effect of over 55% in size
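FP of Alexa 594-tau after heparin (20 uM) induction. Substrate: human K18 P301L, 15 uM unlabeled, 0.24 uM labeled. Buffer 100 mM sodium acetate pH 7. 6 hr, 37 C.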
TexasRed fluor: Total Fluorescence Counterscreen for Inhibitors of the Interaction of Thyroid Hormone Receptor and Steroid Receptor Coregulator 2 | AID 1479, 2009 | Potency, µM (titrated, usually from 106 µM), for inactives: at the top dose fluorescence change, negative = quenching | 0.29% of 280,000 active | TRb/SRC2 Texas Red total fluorescence interference; active = well fitted curve in either direction with a large enough effect; inconclusive = small, poorly fitted or top-dose-only effect; also: % is scaled to controls: 0 for no effect and ±100 for the full control effect
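Flags fluorescent or light-absorbing compounds by total fluorescence, S + 2P, at 555 nm excitation and 632 nm emission. Mixture: 20 nM Texas Red SRC2 peptide, 0.6 uM human TRb LBD, 1 uM T3, 5% DMSO; compound exposure 5 h at ambient temperature.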
HTT ATP protect: qHTS Multiplex Assay to Identify Dual Action Probes in a Cell Model of Huntington: Cytoprotection (ATP); 0.14% of 230,000 active; Potency, µM (highest dose often 56.4 µM), without a hit: cytoprotection (ATP increase), most hits filed as activators; PC12 HTT-Q103 induced, cytoprotection, ATP luminescence, 40 h; AID 1471, 2008;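 also: % of control where 0% means no effect; nearly all actives have a fitted effect of over 45% in size; toxic huntingtin expression switched on by the ecdysone agonist tebufenozide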
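Rat PC12, Q103 Htt exon1-GFP fusion, ecdysone promoter; tebufenozide inducer 100 nM final; compound titration; qHTS, 1500 cells/well; ATPlite luminescent read.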
L3MBTL1 inh: qHTS Assay for the Inhibitors of L3MBTL1 | AID 485360, 2010 | AlphaScreen L3MBTL1–H3K9me1 peptide binding | Lethal(3)malignant brain tumor-like protein 1 (Homo sapiens), Q9Y468 | 0.66% of 230,000 active | Potency, µM (titrated, usually from 57.1 µM), without a hit: top-dose activity, negative = inhibition, usual class: inhibitors; also: % is scaled to controls: 0 for no effect and ±100 for the full control effect; nearly all actives have a fitted effect of over 60% in size
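AlphaScreen assay: L3MBTL1 (50 nM final) was preincubated 30 min at room temperature with biotinylated H3(1-15)K9me1 peptide (75 nM final), then 30 min with library compounds; streptavidin donor and nickel chelate acceptor beads (10 ug/mL final) added, 30 min dark.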
RECQ1 helicase: qHTS Assay for Inhibitors of RecQ-Like Dna Helicase 1 (RECQ1). ATP-dependent DNA helicase Q1 (Homo sapiens), P46063. RECQ1 DNA unwinding, red fluorescence kinetic read. Potency, µM (titrated, usually from 57.3 µM), inactives show top-dose activity, negative = inhibition, usual class: inhibitors. 0.54% of 240,000 active. AID 2549, 2010;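 also: plate controls were vehicle for no effect and no enzyme for full effect; nearly all actives have a fitted effect of over 30% in size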
Target sequence (P46063 whole entry, looked up): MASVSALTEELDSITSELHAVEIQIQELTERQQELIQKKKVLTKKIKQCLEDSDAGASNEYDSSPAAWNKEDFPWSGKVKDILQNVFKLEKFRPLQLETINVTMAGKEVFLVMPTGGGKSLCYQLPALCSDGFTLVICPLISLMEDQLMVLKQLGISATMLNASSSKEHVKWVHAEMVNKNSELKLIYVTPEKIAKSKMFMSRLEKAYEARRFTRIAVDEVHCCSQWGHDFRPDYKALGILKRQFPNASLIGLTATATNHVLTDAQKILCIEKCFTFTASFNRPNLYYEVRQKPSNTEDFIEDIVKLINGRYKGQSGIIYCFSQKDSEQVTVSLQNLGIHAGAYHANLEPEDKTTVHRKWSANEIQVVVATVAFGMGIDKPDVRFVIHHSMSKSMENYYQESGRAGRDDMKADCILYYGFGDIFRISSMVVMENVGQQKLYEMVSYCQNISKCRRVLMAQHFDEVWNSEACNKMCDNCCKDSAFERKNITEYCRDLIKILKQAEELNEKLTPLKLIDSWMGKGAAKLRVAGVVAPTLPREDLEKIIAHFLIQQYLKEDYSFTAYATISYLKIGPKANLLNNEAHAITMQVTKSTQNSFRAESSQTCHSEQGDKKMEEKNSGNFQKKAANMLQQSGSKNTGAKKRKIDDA
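RECQ1T1 50 nM; forked duplex (20 bp + 30-nt ss tails) 200 nM, ATP 2 mM final; pH 8.0, 2 mM MgCl2, 2.5 ug/ml poly(dI-dC); 15 min compound preincubation; discontinuous kinetic read over 2 h at RT.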
Starred values were filed as active, the others as inactive; i = inactive; ? = inconclusive; . = not tested or not shown; [ ] = another dose, or the depositor's remark. Unless noted, calls follow the shape of the dose curve; as a rule, active = well fitted curve in the direction sought with a large enough effect; inconclusive = small, poorly fitted or top-dose-only effect, or another doubt; inactive = no such curve, though single readings can be large; an effect the other way counts as inactive or inconclusive. Potency is read from the fitted curve at half-maximal effect. A portion of the library, so the mix of outcomes need not match the whole.

Each structure is followed by: TRb-SRC2 inh | Tau fluor counter | Tau fibril ThT | Tau fibril FP | TexasRed fluor | HTT ATP protect | L3MBTL1 inh | RECQ1 helicase
1: O=C(NNC(=S)NC1CC2C=CC1C2)c1ccncc1 (centres undefined)
  -4% | -6% | -7% | 3% | -2% | -4%[10 µM] | 5% | 1%
2: OCC1(Cc2ccccc2)CCN(Cc2cnc(-c3cccc4ccccc34)nc2)CC1
  8% | 1% | 6% | 3% | -1% | -15%[10 µM] | ? | -12%
3: O=[N+]([O-])c1ccc(O)c(Nc2ncnc3ccc(Br)cc23)c1
  -2% | -30% | 16µM* | 4% | -5% | -157%[inhibitor] | . | -1%
4: O=C(CSc1ncnc2c1cnn2-c1ccccc1)Nc1ccc2c(c1)OCO2
  -10% | -13% | ? | -5% | 0% | -35%[inhibitor][0.074 µM] | 4% | 13%
5: COCc1c(Br)c(C)[nH]c(=O)c1C#N
  2% | 1% | -9% | 0% | 0% | -9%[10 µM] | 12% | i
6: CC(CCC(=O)O)C1CCC2C3C(=O)C[C@@H]4CC(=O)CC[C@@]4(C)C3CC(=O)[C@]12C (some centres undefined)
  -1% | -7% | -6% | -4% | 0% | -7% | . | 5%
7: COc1ccc(C)cc1S(=O)(=O)N(CC(=O)Nc1cccc([N+](=O)[O-])c1)c1ccc(C)c(C)c1
  -3% | ? | 5% | 1% | -1% | 14%[10 µM] | -13% | -4%
8: Cc1nnc(SCC(=O)NNC(=O)COc2ccc(Cl)cc2)s1
  2% | -2% | -4% | -5% | -1% | 6%[10 µM] | 8% | -9%
9: N#Cc1c(-n2ncnc2-c2ccc(F)cc2)sc2c1CCCCC2
  1% | -25% | ? | -12% | -8% | . | . | .
10: Cc1ccc(C)c(N2CCN(C(=O)C3CCN(S(=O)(=O)c4cccc5nsnc45)CC3)CC2)c1
  -2% | -11% | ? | 11% | -4% | -79%[inhibitor] | -12% | -10%
11: CCC(=O)N1c2ccccc2NC2=C(C(=O)CCC2)C1c1cccnc1 (centres undefined)
  -10% | 3% | 4% | 1% | -3% | -2%[0.074 µM] | 8% | i
12: CC(C)CNS(=O)(=O)c1cc(C(=O)O)c(Cl)cc1Cl
  1% | -4% | -2% | -9% | 1% | -10%[10 µM] | 6% | -3%
13: O=C(/C=C\Nc1ccc(S(=O)(=O)Nc2ncccn2)cc1)c1cccc2ccccc12
  -6% | -17% | . | 0% | -2% | 20%[10 µM] | . | -6%
14: CC(C)CC(=O)Nc1ccc(-c2cn3ccsc3n2)cc1
  -4% | -9% | ? | -5% | -7% | -188%[inhibitor][0.074 µM] | . | -7%
15: CC1(C)CC(=O)c2sc(NC(=O)C3CC3)nc2C1
  4% | -5% | -5% | 0% | 0% | -11% | . | -9%
16: Cc1cc(C)c(S(C)(=O)=O)c(N(C)N)n1
  -3% | 8% | -2% | 11% | 0% | 16%[10 µM] | 16% | i
17: Cc1ccc(NC2CC(=O)N(c3cccc([N+](=O)[O-])c3)C2=O)cc1 (centres undefined)
  -1% | -11% | -13% | 14% | -7% | 14% | -21% | i
18: CN(/N=C/c1ccco1)C1=NS(=O)(=O)c2ccccc21
  -7% | -6% | -11% | -6% | -4% | -6% | . | i
19: CC(=O)/C(=N\Nc1ccccc1Cl)Sc1cccc2cccnc12
  -9% | -28% | -14% | ? | -1% | -2%[10 µM] | -20% | -12%
20: CCN(CC)C(=O)CSc1nnc(NC(=O)CCc2ccccc2)s1
  1% | 10% | 7% | 1% | 1% | -29%[10 µM] | 5% | -10%
21: C/C(N)=C(/C#N)C(=O)CSc1nnc(Nc2c(C)cccc2C)s1
  0% | -17% | ? | 2% | -2% | -2% | -4% | -18%
22: CCOC(=O)N1CCN(Cc2nc3cc([N+](=O)[O-])ccc3n2C(C)C)CC1
  -8% | -4% | 1% | 6% | 1% | . | . | .
23: Cc1cs/c(=N\N=C\c2ccccc2)n1Cc1ccco1
  6% | ? | ? | 19% | ? | 5%[10 µM] | ? | -16%
24: CC(=O)Nc1sc(/C(C#N)=C\c2cccc(Cl)c2)nc1-c1ccc(C)cc1
  10% | ? | -8% | 3% | 5% | 3%[10 µM] | 22% | -13%
25: CCOC(=O)C1=C(COC(=O)C2(C)CC2(Cl)Cl)NC(=O)NC1c1ccccc1 (centres undefined)
  5% | -14% | -7% | -4% | 2% | -46%[inhibitor] | . | -7%
26: CCS(=O)(=O)NCC(c1cccnc1)N1CCN(c2ccc(OC)cc2)CC1 (centres undefined)
  1% | -1% | 2% | 8% | 1% | 2% | . | i
27: CN1CCN(C(=O)c2cnn(-c3ccccc3)c2NC(=O)c2cccs2)CC1
  -4% | 10% | 2% | 9% | -2% | 5% | 1% | -4%
28: COc1ccc(CNC(=O)c2oc3c(c2C)-c2nn(Cc4ccc(Cl)cc4)cc2CC3)cc1
  -1% | -11% | 11% | -8% | 3% | . | . | .
29: CCOC(=O)CN(C(=O)CSc1nnc2c(n1)[nH]c1ccc(F)cc12)c1ccccc1
  0% | -27% | -9% | -5% | -8% | 6% | 6% | -5%
30: Cc1ccnc(SCCn2c(N3CCN(c4ccccc4)CC3)nc3c2c(=O)[nH]c(=O)n3C)n1
  -5% | -12% | -11% | 4% | -4% | -9% | . | -5%
31: CSc1nc(C)cc(Oc2ccc(=O)n(C)n2)n1
  -12% | -4% | -13% | 3% | -1% | -4% | -2% | -3%
32: COc1ccc(-c2cn[nH]c2N)cc1
  -7% | -12% | ? | 7% | -3% | 17% | . | i
33: COc1ccc(NC(=O)CCCn2c(=O)c3sccc3n(Cc3ccccc3C)c2=O)cc1
  -9% | -19% | -7% | -1% | -1% | 20%[10 µM] | 2% | -10%
34: O=C(NC1CCCCC1)C(c1ccncc1)N(Cc1ccc2c(c1)OCO2)C(=O)c1cnsn1 (centres undefined)
  14% | -5% | 5% | -14% | 0% | 19%[1.9 µM] | -7% | -2%
35: COC(=O)C(=CC(=CN(C)C)C=C(C(=O)OC)C(=O)OC)C(=O)OC
  7% | -4% | -10% | -11% | -4% | -18%[10 µM] | 5% | -3%
36: COc1ccc(CNc2cc(-c3ccccc3CN(C)C)ncn2)c(OC)c1
  -1% | -14% | ? | -1% | -26% | 22% | . | 14%
37: CCOc1ccc2[nH]cc(C(=O)O)c(=O)c2c1
  12% | -17% | -7% | -2% | 1% | -24%[10 µM] | 3% | -1%
38: CN(C)S(=O)(=O)c1cccc(NC(=O)COC(=O)c2ccc(Br)o2)c1
  13% | -11% | -8% | -5% | 0% | -8% | 0% | -3%
39: O=C(CN1C(=O)CCc2cc(S(=O)(=O)N3CCOCC3)ccc21)Nc1cccc(C(F)(F)F)c1
  -1% | -7% | 8% | 0% | 0% | . | . | .
40: CCC[n+]1cn(/C(C(=S)Nc2cccc(Cl)c2C)=C(/[O-])c2ccc(OC)c(OC)c2)c2ccccc21
  2% | -13% | -14% | 6% | -6% | -2%[10 µM] | -17% | i
41: CCC1(C)CC(CCN(Cc2ccco2)C(C)=O)(c2ccccc2)CCO1 (centres undefined)
  -9% | 2% | -7% | 7% | -2% | . | -6% | i
42: CCOC(=O)c1cccc(NC(=O)CC2C(=O)N(c3ccccc3)C(=O)N2Cc2ccco2)c1 (centres undefined)
  3% | -11% | 7% | 0% | -3% | . | . | .
43: CC1=CC(C)(C)n2c(O)c(C3=NC(=S)NC3=O)c3cc(OC(=O)c4cccc5ccccc45)cc1c32
  -15% | ? | ? | 14% | -1% | -10% | 8% | i
44: CC1CCCN(C(=O)CSc2nc3ccccc3o2)C1 (centres undefined)
  -13% | 7% | 0% | 3% | 1% | -3% | 1% | -9%
45: Cc1nn(CCCC(=O)Nc2ccccc2C(F)(F)F)c(=O)c2c1sc1ccccc12
  1% | ? | ? | -7% | 0% | . | . | .
46: CCN(CCn1cccn1)C(=O)c1cc(COc2c(F)cccc2F)on1
  9% | -6% | -10% | 0% | -2% | -16%[10 µM] | 1% | i
47: COc1ccc(C(=O)OC2CCN(C)CC2)cc1
  -23% | 5% | -5% | 5% | 1% | 0%[10 µM] | -10% | i
48: COc1ccc(NC(=O)C2CCCN(S(=O)(=O)c3cccc4nonc34)C2)c(OC)c1 (centres undefined)
  9% | -4% | 5% | -1% | 2% | . | -17% | -3%
49: N#CC1=C(N)N2C(=C(C#N)C1c1ccc(Br)cc1)Nc1ccccc12 (centres undefined)
  -1% | ? | ? | ? | -6% | -60%[inhibitor][10 µM] | 14% | -2%
50: Cn1ncc(N)c1C(=O)Nc1cccc(C(F)(F)F)c1
  5% | -8% | -9% | 0% | -9% | -12% | 0% | i

Filtered by structure: the entries above with a thiophene ring, fused or not
Each structure is followed by: TRb-SRC2 inh | Tau fluor counter | Tau fibril ThT | Tau fibril FP | TexasRed fluor | HTT ATP protect | L3MBTL1 inh | RECQ1 helicase
9: N#Cc1c(-n2ncnc2-c2ccc(F)cc2)sc2c1CCCCC2
  1% | -25% | ? | -12% | -8% | . | . | .
27: CN1CCN(C(=O)c2cnn(-c3ccccc3)c2NC(=O)c2cccs2)CC1
  -4% | 10% | 2% | 9% | -2% | 5% | 1% | -4%
33: COc1ccc(NC(=O)CCCn2c(=O)c3sccc3n(Cc3ccccc3C)c2=O)cc1
  -9% | -19% | -7% | -1% | -1% | 20%[10 µM] | 2% | -10%
45: Cc1nn(CCCC(=O)Nc2ccccc2C(F)(F)F)c(=O)c2c1sc1ccccc12
  1% | ? | ? | -7% | 0% | . | . | .
